Bioassay records from PubChem BioAssay.
FLuc counter: qHTS profiling assay for firefly luciferase inhibitor/activator using purifed enzyme and Km concentrations of substrates (counterscreen for miR-21 project); Luciferin 4-monooxygenase (Photinus pyralis), P08659; purified FLuc, Km substrates, luminescence inhibition; Potency, µM (top dose mostly 57.5 µM), for the others: top-dose activity change, negative = inhibition, most hits filed as inhibitors; 6.9% of 360,000 active;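 note: potency is the fitted concentration of half-maximal effect; plate controls were vehicle for no effect and reference inhibitor for full effect; nearly all actives have a fitted effect of over 55% in size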
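Biochemical qHTS of compounds, final roughly 60 µM downward over six points, against 10 nM purified firefly luciferase using Km concentrations of substrates (10 uM D-luciferin, 10 uM ATP) in Tris acetate pH 7.5 buffer; luminescence output.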
NPC1 promoter act: qHTS Assay for NPC1 Promoter Activators | 2.4% of 320,000 active | Huh7 NPC1 promoter luciferase reporter, 24 h | Potency, µM (titrated, usually from 9.22 µM), for the others: at the highest dose activation, hits mostly activators;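 note: potency is the fitted concentration of half-maximal effect; % of control where 0% means no effect; nearly all actives have a fitted effect of over 60% in size; reporter is driven by a mutant NPC1 promoter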
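Quantitative HTS used a cell-based reporter: Huh7 cells stably bearing the NPC1 promoter upstream of luciferase were treated with compounds for 24 h, and promoter activation was read as luminescence.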
ELG1 genotox: qHTS screen for small molecules that induce genotoxicity in human embryonic kidney (HEK293T) cells expressing luciferase-tagged ELG1; HEK293T ELG1-luciferase reporter, luminescence, 16 h; 1.3% of 330,000 active; AID 504466, 2011; Potency, µM (top dose mostly 46 µM), for the others: at the highest dose activity change, positive = activation, hits mostly activators; note: potency is the fitted concentration of half-maximal effect; % of control where 0% means no effect; nearly all actives have a fitted effect of over 60% in size
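HEK293T cells expressing luciferase-tagged ELG1 were exposed to compound or DMSO vehicle for 16 hr at 37 °C and 5% CO2. Luciferase activity was then measured with ONE-Glo after 30 min at room temperature.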
KCNH2 3.1 inh: qHTS for Inhibitors of KCHN2 3.1: Mutant qHTS; U2OS KCNH2 3.1, thallium flux FluxOr; stronger effect = lower value; activity change, % (tested at about 1.8 µM); 0.95% of 340,000 active; AID 720553, 2013;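 active = maximum activity change below -70%; inconclusive = maximum activity change from -70% to -50%; inactive = maximum activity change above -50%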;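 note: thallium influx rate constant from kinetic fluorescence after stimulation buffer; % is set by controls: 0 for no effect and ±100 for the full control effect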
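We transduce U2OS cells with the mutant 3.1 virus, culture them overnight, load FluxOr with Red40 quencher for 45 min, then add stimulation buffer and read kinetically for 2 min to derive a normalized rate constant.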
FBPA coupling cs: qHTS Assay for Inhibitors of Fructose-1,6-bisphosphate Aldolase from Giardia Lamblia: Coupling assay counterscreen; coupling enzyme system counterscreen, AmpLite Red fluorescence; activity change, negative = inhibition, % at 58.2 µM, hits read low; 0.67% of 290,000 active; in the data active = activity change below about -30%; note: % is set by controls: 0 for no effect and ±100 for the full control effect
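Coupling enzymes only (glyceraldehyde-3-phosphate) + compound, at 57.5 uM final, 10 min RT; add substrate/coupling/AmpLite Red mix, 20 min RT; fluorescence ex 525/em 598 nm. Actives flag coupling-system interference.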
RORg inh: qHTS for inhibitors of ROR gamma transcriptional activity | Potency, µM (highest dose often 53.6 µM), without a hit: top-dose activity change, negative = inhibition, actives largely listed as inhibitors | Nuclear receptor ROR-gamma (Mus musculus), P51450 | Drosophila S2 Gal4-RORgamma UAS-luciferase reporter, 20 h | 5.4% of 310,000 active; note: potency is the fitted concentration of half-maximal effect; % is set by controls: 0 for no effect and ±100 for the full control effect; nearly all actives have a fitted effect of over 60% in size
Target sequence (P51450 whole entry, looked up, the tested form may be a part): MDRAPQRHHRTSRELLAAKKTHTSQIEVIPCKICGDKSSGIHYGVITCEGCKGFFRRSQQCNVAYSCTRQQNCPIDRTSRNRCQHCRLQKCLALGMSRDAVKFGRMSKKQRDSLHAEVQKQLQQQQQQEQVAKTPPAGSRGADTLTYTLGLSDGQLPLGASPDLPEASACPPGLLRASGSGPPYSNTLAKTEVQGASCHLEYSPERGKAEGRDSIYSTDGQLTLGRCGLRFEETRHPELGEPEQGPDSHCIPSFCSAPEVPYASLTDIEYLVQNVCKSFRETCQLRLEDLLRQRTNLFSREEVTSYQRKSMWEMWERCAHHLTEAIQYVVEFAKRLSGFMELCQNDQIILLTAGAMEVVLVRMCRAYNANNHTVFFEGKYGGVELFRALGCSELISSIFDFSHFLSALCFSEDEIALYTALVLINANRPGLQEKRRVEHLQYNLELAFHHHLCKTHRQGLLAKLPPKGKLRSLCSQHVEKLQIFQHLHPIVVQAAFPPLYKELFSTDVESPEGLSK
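ROR gamma transcriptional activity was tracked as Gal4-UAS luciferase output in stably transfected Drosophila Schneider cells, with compound added 1 hr before 700 uM copper sulfate induction and a 20 hr ambient-temperature incubation.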
Rab9 promoter act: qHTS Assay for Rab9 Promoter Activators; Potency, µM (series often up to 9.22 µM), without a hit: at the highest dose activation, negative = inhibition, usual class: activators; Huh7 Rab9 promoter-luciferase reporter, luminescence, 24 h; 2.8% of 320,000 active; note: potency is the fitted concentration of half-maximal effect; % of control where 0% means no effect; nearly all actives have a fitted effect of over 60% in size
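Using Huh7 cells stably transfected with Rab9 promoter–luciferase, compounds were incubated 24 h at 37 °C, 5% CO2; luciferase luminescence was read 10 min after reagent addition.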
Gal4-VP16 FLuc: VP16 counterscreen qHTS for inhibitors of ROR gamma transcriptional activity | Drosophila S2 Gal4-VP16 UAS-luciferase, luminescence, 20 h | Potency, µM (titrated, usually from 53.6 µM), without a hit: at the highest dose activity, negative = inhibition, usual class: inhibitors | 3.5% of 310,000 active;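 note: Gal4-VP16 expression switched on by copper sulfate through the metallothionein promoter; potency is the fitted concentration of half-maximal effect; % is set by controls: 0 for no effect and ±100 for the full control effect; nearly all actives have a fitted effect of over 50% in size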
Giardia killer: Small Molecules that selectively kill Giardia lamblia: qHTS | Giardia lamblia trophozoite viability | activity change, % at 7.66 µM, hits read low | 0.15% of 340,000 active | AID 540267, 2011; in the data active = activity change below about -80%; inconclusive = between about -30% and that limit;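 note: parasites exposed to compound for two days anaerobically before the ATP read; % is set by controls: 0 for no effect and ±100 for the full control effect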
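Luminescence from cellular ATP indicates surviving trophozoites (100 cells/well) following 48 hrs anaerobic compound treatment at 37 deg C; signal develops 15-30 min at room temperature.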
uPA surface inh: qHTS for Inhibitors of Cell Surface uPA Generation; cell surface uPA generation assay, qHTS; Potency, µM (series often up to 38.3 µM), for the others: at the top dose activity change, negative = inhibition, usual class: inhibitors; 0.31% of 330,000 active; active = well fitted inhibition curve with a large enough effect; inconclusive = small, poorly fitted or top-dose-only effect; inactive = no such curve, though single readings can be large or run the other way; tested in mouse RAW 264.7 cells; note: potency is the fitted concentration of half-maximal effect; % is set by controls: 0 for no effect and ±100 for the full control effect; nearly all actives have a fitted effect of over 55% in size
Tb PFK inh: qHTS Assay to Find Inhibitors of T. brucei phosphofructokinase | AID 485367, 2010 | T. brucei PFK, ADP-Glo luminescence | ATP-dependent 6-phosphofructokinase (Trypanosoma brucei brucei), O15648 | 0.17% of 330,000 active | Potency, µM (titrated, usually from 57.5 µM), for the others: at the top dose activity, negative = inhibition, hits mostly inhibitors;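 note: potency is the fitted concentration of half-maximal effect; 0% = uninhibited 1x PFK enzyme wells and -100% = no-enzyme wells; nearly all actives have a fitted effect of over 60% in size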
Target sequence (O15648 whole entry, looked up): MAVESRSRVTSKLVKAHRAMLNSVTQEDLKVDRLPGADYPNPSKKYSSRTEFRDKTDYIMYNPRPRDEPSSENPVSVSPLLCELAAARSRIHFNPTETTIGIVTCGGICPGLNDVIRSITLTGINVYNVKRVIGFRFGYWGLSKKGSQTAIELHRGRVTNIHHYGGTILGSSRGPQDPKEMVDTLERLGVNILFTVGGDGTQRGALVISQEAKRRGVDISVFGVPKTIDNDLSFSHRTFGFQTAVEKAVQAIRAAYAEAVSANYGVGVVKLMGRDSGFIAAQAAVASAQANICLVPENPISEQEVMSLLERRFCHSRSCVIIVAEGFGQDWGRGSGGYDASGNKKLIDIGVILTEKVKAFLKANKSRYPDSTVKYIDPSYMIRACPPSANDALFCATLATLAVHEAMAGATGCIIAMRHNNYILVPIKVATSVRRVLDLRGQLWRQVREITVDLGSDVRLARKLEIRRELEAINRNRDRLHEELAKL
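1.25 nM PFK with 0.5 mM F6P and 0.1 mM ATP in 0.1 M TEA pH 8.0, 5 mM MgCl2, incubated 45 min at room temperature; ADP measured by ADP-Glo luminescence; compounds titrated up to 57 uM.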
Numbers without * were called inactive; ? = inconclusive; . = no result given; [ ] = remark or other dose. Unless noted, calls come from the whole dose curve; as a rule, active = well fitted curve in the direction sought with a large enough effect; inconclusive = small, poorly fitted or top-dose-only effect, or another doubt; inactive = no such curve, though single readings can be large; an effect the other way counts as inactive or inconclusive.

Compound	FLuc counter	NPC1 promoter act	ELG1 genotox	KCNH2 3.1 inh	FBPA coupling cs	RORg inh	Rab9 promoter act	Gal4-VP16 FLuc	Giardia killer	uPA surface inh	Tb PFK inh
Cc1nc2c3ccccc3nc(NNC(=O)CCC(=O)NC(C)C)n2n1	1.9%	0.8%	-0.5%	4.7	-1.7	-13.0%	6.4%	-0.3%	3.2	2.2%	-3.0%
CO/N=C/CC(=O)c1ccc(-c2ccccc2)cc1	?	-4.2%	10.9%	4.0	-0.2	19.7%	12.4%	4.0%[10 µM]	12.9	0.3%	-3.7%
CN1CCCN(C(=O)c2cc(-c3cccc4ccccc34)nc3ccccc23)CC1	-18.7%	-3.8%	-7.9%	-39.9	-0.1	-10.2%	-5.2%	-5.5%	3.5	-5.3%	0.2%
CCCCOc1nc2ccccc2nc1NS(=O)(=O)c1ccc(F)cc1	2.6%	1.0%	-7.6%	4.4	15.3	0.6%	0.3%	-1.8%	-10.4	4.1%	0.2%
N#Cc1ccc(C(=O)OCC(=O)N2CCOCC2)cc1	-3.2%	0.1%	-1.8%	9.5	1.9	-6.3%	-4.4%	-6.3%	7.6	0.6%	1.4%
Cc1ccc(N2CC(C(=O)Nc3cc(C(F)(F)F)ccc3N3CCCC3)CC2=O)cc1 (stereo not given)	0.0%	-5.0%	-13.4%	7.6	.	.	-3.1%	.	-3.6	6.9%	0.0%
NC(=O)C1CCN(S(=O)(=O)Cc2ccccc2Cl)CC1	-0.1%	-2.5%	2.3%	19.8	-2.6	-0.9%	-8.3%	-1.7%	7.4	16.6%	0.4%
Cc1ccc(NC(=O)CCCOc2ccccc2)cc1S(=O)(=O)N1CCOCC1	.	0.4%	-3.3%	-5.4	.	.	-0.7%	.	-18.9	11.6%	-3.3%
Cc1ccc2cc(CN(Cc3ccco3)C(=O)C3CCCCC3)c(=O)[nH]c2c1C	-0.1%	1.1%	-3.8%	7.9	1.8	-0.4%	3.4%	-3.7%	4.6	1.9%	-1.2%
C/C(=N/NC(=O)c1ccco1)c1ccc(Br)s1	?	24.0%	?	-6.4	.	12.6µM*	?	?	-13.7	-10.1%	-8.9%
Cc1cc(C)cc(C(=O)NC(=S)Nc2ccc3[nH]c(=O)[nH]c3c2)c1	2.5%	0.5%	-0.6%	-5.2	2.9	-3.2%	1.9%	0.8%	27.2	-2.1%	-1.8%
CCN(CC)CCCNC(=S)N(CCO)Cc1cc2cc3c(cc2[nH]c1=O)OCCO3	2.2%	-20.9%	1.9%	-1.6	4.2	-9.4%	-3.6%	-6.5%	1.6	2.5%	0.5%
CC(C)CCOc1ccc(C(=O)NN2C(=O)NC3(CCCCC3)C2=O)cc1	-0.9%	-4.9%	0.2%	-0.7	.	.	-6.2%	.	1.4	-2.2%	-0.7%
CCN1C(=O)N(CC)C2C1N(CO)C(=O)N2CO (stereo not given)	-2.1%	-7.0%	-5.6%	-13.7	0.4	-4.5%	1.7%	-16.2%	-4.9	5.3%	-1.3%
Cn1c(=O)oc2cc(S(=O)(=O)NCc3ccc(C(=O)O)cc3)ccc21	-0.3%	0.8%	-0.6%	-3.8	-0.2	21.6%	-1.2%	-6.7%	-4.0	6.2%	3.0%
Cc1ccc(NCC(=O)c2ccc([N+](=O)[O-])cc2)cc1	?	21.1%	13.1%	?	1.8	-14.7%	?	-12.7%	-13.6	3.0%	1.0%
CC1(C)Cc2nc3sc4c(=O)n(Cc5ccccc5)cnc4c3cc2CS1	-6.6%	-1.0%	1.7%	7.5	-1.5	?	13.6%	-16.6%	14.3	19.0%	4.8%
COc1ccc(NC(=O)C2CCC(C(C)(C)C)CC2)cc1S(=O)(=O)N1CCCCC1 (stereo not given)	4.5%	-7.0%	-11.0%	-1.4	0.7	-6.0%[10 µM]	-14.7%	-7.2%	10.4	-2.1%	0.6%
CN1CCN(C(=O)c2cc(Br)cn2C)CC1	-0.2%	-2.3%	-1.9%	4.3	-2.8	-4.4%	-3.0%	-5.6%	4.7	-3.8%	1.1%
C/C(=N/Nc1ccnc2cc(Cl)ccc12)c1ccc(O)cc1	?	0.4%	1.0%	-13.5	.	.	-0.8%	.	-14.6	?	11.8%
O=C(Nc1ccc(Br)cc1)c1cccc(N2C(=O)C3CCCCC3C2=O)c1 (stereo not given)	?	5.2%	-0.5%	-8.9	-0.7	.	7.2%	.	-4.5	0.1%	0.8%
O=C(/C=C/c1ccc([N+](=O)[O-])cc1)OCC(=O)N1CCCC1	.	.	4.0%	0.1	.	.	.	.	13.9	-5.5%	4.6%
CCOC(=O)c1c(SCc2ccccc2)n[nH]c1N	-2.8%	-5.7%	2.4%	3.4	-3.1	1.5%	-6.0%	-7.0%	12.9	-19.3%	-0.8%
O=C(CSc1ncnc2sccc12)NC1CCS(=O)(=O)C1 (stereo not given)	.	.	1.6%	6.7	.	.	.	.	-10.1	-4.1%	-6.0%
O=C(c1cc(-c2ccccc2)nc2ccccc12)N1CCCC1	?	2.2%	-5.7%	8.1	-0.3	-10.9%	-0.5%	-7.0%	25.4	-3.9%	1.5%
CCOC(=O)c1ccc(NC(=O)c2ccccc2C)cc1	?	?	14.7%	-4.4	-11.9	?	?	-27.8%	37.2[activator]	3.6%	-3.9%
CC(=O)NC(=S)Nc1cccc([N+](=O)[O-])c1	-0.9%	3.6%	-0.4%	3.9	0.7	?	-0.4%	16.3%	-19.6	1.3%	5.3%
COc1ccc(CNS(=O)(=O)c2ccc(-n3cnnn3)c(OC)c2)cc1	1.1%	-4.7%	-5.0%	-5.4	3.2	?	-1.4%	0.9%	-12.6	-4.6%	1.0%
Cc1ccc(CS(=O)Cc2ccc(C(=O)NCc3cccs3)o2)cc1 (stereo not given)	-0.1%	-7.1%	-3.5%	-6.0	.	0.1%	-0.4%	14.5%	10.6	-7.5%	-5.0%
COc1ccc(NC(=O)Nc2ccccc2SC)cc1	10.7µM*	?	?	.	-4.8	1.6%	?	10.2%	3.8	-7.1%	-2.8%
CCOc1cccc(/C=N/NC(=S)NCCN2CCOCC2)c1O	-18.2%	-7.3%	-12.2%	0.5	2.5	1.41µM*	-13.7%	2.24µM*	-3.4	-28.2%	-3.6%
COc1cccc(/C=C2\SC(=S)N(CC3CCCO3)C2=O)c1 (stereo not given)	10.7µM*	-2.6%	5.9%	-13.4	2.1	-6.8%	-8.2%	26.8%	2.6	-5.6%	-0.6%
Cc1ccnc(NC(=O)c2cccc(OC(F)F)c2)n1	?	2.2%	14.0%	-2.0	0.7	12.1%	12.4%	-15.4%	5.2	-2.3%	-0.8%
Cc1ccc(C(=O)Nc2ccc3c(c2)OCO3)cc1	1.35µM*	0.631µM*	0.461µM*	4.3	-11.9	?	0.562µM*	-25.3%	?	?	5.0%
O=S(=O)(c1ccc(Br)cc1Cl)N1CCN(CCO)CC1	-0.3%	-0.2%	1.1%	15.5	-0.8	-0.3%	1.6%	-6.4%	12.4	5.5%	-1.0%
CC(C)CN(C(=O)COC(=O)CCc1nc2ccccc2s1)c1c(N)n(Cc2ccccc2)c(=O)[nH]c1=O	0.1%	-2.8%	1.1%	-7.6	.	.	-2.4%	.	0.5	0.0%	14.1%
COc1ccc(C(=O)Nn2c(SCc3cccc([N+](=O)[O-])c3)nc3ccccc3c2=O)cc1	5.36µM*	3.98µM*	0.731µM*	-12.7	-0.1	-14.0%	3.55µM*	?	-2.3	-7.6%	-0.2%
Cc1ccc(CCNC(=O)c2nnn(-c3cc(C)cc(C)c3)c2N)cc1	-0.8%	0.4%	-4.8%	8.5	-0.9	2.1%	0.3%	6.3%	24.1	2.1%	4.2%
CC(C(=O)Nc1ccc2c(c1)OCO2)n1cnc2c1c(=O)n(C)c(=O)n2C (stereo not given)	-0.5%	-5.0%	-0.2%	-31.9	.	.	-4.8%	.	7.3	?	1.2%
CC1CCN(CCOCCOc2ccccc2Br)CC1	1.0%	3.9%	-4.7%	0.1	2.4	-13.1%	-6.4%	0.3%	3.8	-6.9%	0.0%
CCOC(=O)c1sc(SC)c(C(C)=O)c1C	0.5%	-2.6%	1.9%	-2.2	6.8	13.5%	-0.9%	16.7%	-7.2	0.3%	3.1%
CC1(C)C(=O)CC[C@@]2(C)[C@H]1CC[C@@]1(C)CC3=C(CC[C@@H]12)[C@@]1(C)CCC(=O)C(C)(C)[C@@H]1CC3	-0.8%	-4.8%	?	.	.	.	-4.6%	.	.	.	-0.6%

Compounds as they come, and some 14% of all compounds hit somewhere here.
